Myeloid diff 2 – myeloid differentiation induction; calls only at 10 µM; AID 624256; ER-HoxA9 myeloid progenitors, lysozyme-GFP differentiation, flow cytometry; hit rate 1% among 360,000;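 active means normalized GFP-positive differentiation at or above the plate's own cutoff, the solvent-only control mean plus 3 SD; inconclusive means no clear call, values can overlap the other calls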;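 further: cells exposed to compound for four days before flow analysis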
NTR1 ag – NTR1-driven beta-arrestin-GFP spot formation – imaging, U2OS cells, high content, primary screen (AID 493036); P30989; agonist mode; activation, % at 20 µM; hit rate 0.17% among 330,000;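 active means activation at or above 40% of the spot to cytoplasm intensity ratio, with at least 20 cells analyzed; inconclusive means wells under 20 cells, flagged as cytotoxic or low count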;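 further: 0% = DMSO without peptide and 100% = 100 nM NTR1 peptide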
Target sequence (P30989 whole entry, looked up): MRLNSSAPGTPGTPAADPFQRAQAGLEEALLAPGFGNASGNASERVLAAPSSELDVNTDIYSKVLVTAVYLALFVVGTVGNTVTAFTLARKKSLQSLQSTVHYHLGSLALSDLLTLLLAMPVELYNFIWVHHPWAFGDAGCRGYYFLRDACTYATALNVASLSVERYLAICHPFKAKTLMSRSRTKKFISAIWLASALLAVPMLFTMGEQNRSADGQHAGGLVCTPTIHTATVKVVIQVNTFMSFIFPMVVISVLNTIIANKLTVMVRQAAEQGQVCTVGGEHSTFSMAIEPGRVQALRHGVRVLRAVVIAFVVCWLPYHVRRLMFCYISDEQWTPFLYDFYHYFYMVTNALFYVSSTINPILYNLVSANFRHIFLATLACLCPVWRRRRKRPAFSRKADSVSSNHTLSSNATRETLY
HIV peptide binding – inhibitors of HIV fusion peptide binding, primary screen, biochemical, uHTS, fluorescence dequenching (AID 1986). cell-free peptide binding, fluorescence dequenching, 30 min; higher % means a stronger effect. one-dose inhibition, % at 20 µM; IC50 in µM for titrated hits. hit rate 0.3% among 290,000; in the data active means inhibition mostly above about 52%, no sharp cut-off; inactive means mostly below about 76%; further: some results filed as inactive read as strong as hits
GPR35 antagonists – inhibition of zaprinast-stimulated GPR35 beta-arrestin translocation – imaging, U2OS, beta-arrestin-GFP, zaprinast agonist, primary screen (AID 2058) | U2OS GPR35 beta-arrestin-GFP translocation imaging, zaprinast antagonism; higher % means a stronger effect | inhibition, % at 10 µM, or IC50 in µM where a hit was titrated | hit rate 0.052% among 290,000;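 active means inhibition of at least 50% with at least 30 cells and total cytoplasm GFP at most 10,000,000; inconclusive means under 30 cells or total GFP of 10,000,000 plus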
SIAH1 antagonists – Siah-1 peptide-binding antagonists, primary screen, biochemical, fluorescence polarization, rhodamine-plectin, uHTS (AID 1817); Siah-1 / rhodamine-plectin peptide fluorescence polarization; higher % means a stronger effect; hit rate 0.02% among 290,000; displacement, % at 20 µM, or IC50 in µM where a hit was titrated;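 active means displacement of at least 50% at 20 µM, with a fluorescence ratio check between 0.3 and a set limit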;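 further: plate controls were Siah plus tracer with DMSO for no effect and tracer alone without Siah for full effect; strong numbers were not always called active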
GPR55 LPI antagonism – GPR55 antagonists blocking LPI-driven arrestin recruitment, primary screen, imaging, U2OS, beta-arrestin-GFP, LPI agonist (AID 2013). U2OS GPR55 beta-arrestin-GFP translocation imaging, LPI antagonism; higher % means a stronger effect. inhibition, % at 10 µM; hits with a dose series show IC50 in µM. hit rate 0.13% among 290,000;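 active means spots per cell inhibited over 60%, with over 100 cells counted and total cytoplasm intensity under 500,000; inconclusive means wells with under 100 cells, flagged as likely toxic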;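 further: U2OS cells stably carrying GPR55 and arrestin-GFP stimulated by 5 µM LPI near EC80; imaged beta-arrestin-GFP aggregate spots per cell after agonist stimulation; plate controls were LPI-stimulated DMSO wells for no effect and DMSO wells without LPI for full effect; some results filed as inactive read as strong as hits; confirmed hits need IC50 under 10 µM and bright autofluorescent wells are also inconclusive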
LYP inhibition – inhibitors of LYP phosphatase, biochemical, fluorescence intensity, uHTS (AID 1779); hit rate 0.054% among 290,000; inhibition, % at 11.5 µM, or IC50 in µM where a hit was titrated; recombinant LYP phosphatase, fluorescence intensity; higher % means a stronger effect; in the data active means inhibition above about 50%;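 further: plate controls were vehicle with enzyme for no effect and no enzyme for full effect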
Salmonella PhoP GFP – PhoP-dependent GFP reporter repression – Salmonella Typhimurium, primary screen (AID 1863). hit rate 0.16% among 300,000. S. Typhimurium PhoP-regulated promoter GFP reporter, 4 h; higher % means a stronger effect. inhibition, % at 50 µM; hits with a dose series show IC50 in µM;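 active means inhibition over 29.93%, a cutoff 3 SD above the screen mean, later confirmed by dose response; inconclusive means inhibition over 29.93% but no dose response follow-up; inactive means inhibition at most 29.93% or unconfirmed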;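 further: 0% = low Mg2+ inducing control and 100% = high Mg2+ repressing control; strong numbers were not always called active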
Rac1 GTP hydrolysis – MgcRacGAP GTPase-activating activity inhibitors, confirmation, biochemical, ADP Hunter fluorescence. hit rate 0.6% among 340,000. MgcRacGAP-stimulated Rac1 GTP hydrolysis, ADP Hunter fluorescence; higher % means a stronger effect; GST-tagged Rac1 F28L mutant substrate. AID 624330. one-dose inhibition, % at 30 µM; IC50 in µM for titrated hits;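 active means first-screen hits whose inhibition reached a set limit at any dose in the follow-up dose series; inconclusive means inhibition above the set first-screen limit but never retested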;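 further: fluorescence reports GDP produced by GAP-driven GTP hydrolysis; strong numbers were not always called active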
NTR1 ag cell count 20 µM – recorded beside NTR1 ag, whose call it bears; cell count; measured here: cell count, cytotoxicity flag
Myeloid diff 2 GFP+ MAC1+ % – recorded beside Myeloid diff 2, whose call it bears; GFP+ MAC1+ double positive, %; measured here: differentiation confirmed by MAC1 staining
An asterisk follows results filed as active; i = inactive; ? = inconclusive; . = no result given; & = joins results of further samples.

SMILES	Myeloid diff 2	Myeloid diff 2 GFP+ MAC1+ %	NTR1 ag	NTR1 ag cell count 20 µM	HIV peptide binding	GPR35 antagonists	SIAH1 antagonists	GPR55 LPI antagonism	LYP inhibition	Salmonella PhoP GFP	Rac1 GTP hydrolysis
CN(C)C(=O)c1nc2ccc(Cl)cn2c1CN1CCCC(OCc2cccnc2)C1 (configuration not stated)	i	0.3	1.1	100	3.7%	1%	2%	21%	-5%	4%	4%
Cc1ccc(NC(=O)COC(=O)CN2CSCC2=O)cc1C	i	1.1	0.8	59	2.2%	2%	0%	-5%	-3%	-8%	6%
O=C(c1ccco1)N1CCN(c2nc(-c3ccc(F)cc3)cs2)CC1	i	0.8	2.1	107	1.0%	4%	-3%	8%	-8%	4%	5%
Cc1ccc(-c2nnn(CC(=O)N(c3cccc(O)c3)C(C(=O)NC(C)(C)C)c3cccs3)n2)o1 (configuration not stated)	i	0.2	2.2	54	6.0%	11%	-1%	8%	-7%	-6%	-2%
Cc1ccc(-c2nc(C3CCN(S(C)(=O)=O)CC3)no2)cc1	i	0.5	3.7	33	-0.2%	-1%	-3%	-6%	-7%	-14%	11%
CCCc1c(C)nc(N2CCN(c3cccc(OC)c3)CC2)[nH]c1=O	i	0.6	1.0	69	-1.0%	-12%	12%	3%	-6%	5%	10%
CC(C)CC(=O)Nc1ccc2ccccc2c1	.	.	-1.4	52	-0.3%&0.4%	-10%&2%	5%&8%	2%&2%	-4%&-4%	2%&-1%	-2%
CCOC(=O)c1cnn(-c2ccccc2)c1N	i	5.8	0.7	46	-0.2%	-12%	0%	-1%	-7%	6%	1%
CCN(CC)C(=O)CSc1nnc(-c2ccc(F)cc2)n1N	i	0.8	0.4	59	-3.1%	37%	-6%	7%	-10%	7%	7%
CC(C)c1csc(CN2CCC(CO)(Cc3cccc(F)c3)CC2)n1	i	1.2	1.8	56	-0.9%	0%	1%	0%	-6%	.	3%
CCN1CCN(c2nc3c(C)cccn3c(=O)c2/C=C(\C#N)C(=O)NCCCOC)CC1	i	0.7	-0.1	85	-0.1%	6%	10%	-7%	-44%	5%	14%
C=CCOn1c(=O)c(C)[n+]([O-])c2ccccc21	i	0.6	-0.8	46	-2.1%	1%	0%	4%	-11%	-6%	5%
COc1cccc2sc3ccc(NCc4ccc5c(c4)OCO5)cc3c(=O)c12	i	0.7	-3.0	96	4.5%	19%	-2%	-12%	-9%	1%	11%
Cn1cc(CN2CCCCC2CO)c(-c2ccc(Oc3ccccc3)cc2)n1 (configuration not stated)	i	0.3	0.9	73	-1.2%	9%	4%	-8%	-8%	6%	8%
COc1cccc(N2CC(NS(=O)(=O)c3cccnc3)CC2=O)c1 (configuration not stated)	i	0.9	0.1	58	.	.	.	.	.	9%	2%
COc1ccc(NC(=O)c2ncn[nH]2)cc1	i	0.8	0.7	70	0.6%	17%	1%	19%	1%	-15%	7%
COc1cc(/C=N/Nc2ccc(C(=O)O)cc2)cc(OC)c1OC	i	0.2	0.7	68	1.3%	10%	11%	10%	-6%	-6%	-9%
COc1cccc(C(=O)NCCCn2ccnc2)c1	i	0.3	-0.1	43	1.5%	16%	0%	2%	4%	6%	3%
CN(C)c1ccc(/C=C/c2nc3ccccc3c(=O)n2CCO)cc1	i	1.0	0.1	95	10%	-4%	0%	0%	-6%	-4%	19%
CCOC(=O)C1=C(C)NC(SC(C)=O)=NC1c1ccc(OC(C)=O)c(OC)c1 (configuration not stated)	i	0.6	-0.5	48	-0.1%	-1%	0%	11%	2%	-6%	0%
COC(=O)[C@@]1(Cc2ccc(OC)cc2)[C@@H]2[C@@H](CC(=O)[C@H]2CC(=O)C(=O)N(C)C)CN1C(=O)c1ccccc1	i	1.8	2.9	59	7.6%	20%	-4%	-4%	1%	-4%	-6%
Cc1ccc(-c2csc(NC(=O)CSc3nnc4c(n3)[nH]c3ccccc34)n2)cc1	i	1.2	.	.	4.1%	2%	18%	3%	-2%	-1%	5%
CC(=O)c1cc(-c2ccccc2)n(CC(=O)N2CCC(N3CCCCC3)CC2)c1C	i	0.9	.	.	-0.1%	4%	2%	-7%	-5%	-1%	4%
COc1ccc(CC(=O)OCc2nnc(C3COc4ccccc4O3)o2)cc1OC (configuration not stated)	i	0.4	-1.3	108	-0.3%	-13%	13%	-3%	-7%	2%	8%
CSc1ccccc1NC(=O)Cc1ccc(Br)cc1	i	1.0	-1.7	47	1.0%	-2%	4%	1%	-2%	-6%	8%
CC(=O)C1=C(O)C(=O)N(CCNCCO)C1c1ccccc1 (configuration not stated)	i	1.0	0.7	46	0.4%	1%	3%	-15%	0%	-1%	0%
Cc1ccc(C)c(N2CCN(C(=O)Cn3cccc3)CC2)c1	i	7.9	0.8	66	-1.9%	2%	7%	12%	3%	-13%	8%
Fc1ccc(CN2C3=NCCCN3c3ccccc32)cc1	i	0.7	-0.1	56	2.4%	1%	-1%	0%	-8%	11%	4%
Nn1c(SCC(=O)Nc2ccc(F)cc2)nnc1-c1cccnc1	i	0.7	-1.4	70	-0.2%	12%	4%	17%	-6%	3%	4%
Cc1nc(N2CCN(C(=O)c3ccco3)CC2)c(C#N)c2c1CCCC2	i	0.5	1.9	58	0.7%	6%	3%	-8%	1%	-9%	6%
COc1ccc(NC(=O)CN2C(=O)COc3ccc(S(=O)(=O)N4CCCCC4)cc32)cc1OC	i	0.5	-0.3	52	-1.0%	10%	0%	-3%	6%	-8%	8%
COc1ccccc1/C=C/C=N/NC(=O)c1ccco1	i	0.6	-0.5	57	1.1%	3%	15%	4%	-4%	-2%	8%
CCCNC(=O)c1ccc(Cn2c(=S)[nH]c3c([nH]c4ccc(OC)cc43)c2=O)cc1	i	0.4	-0.1	49	-1.3%	10%	-7%	1%	-10%	-1%	11%
Cc1sc2ncnc(SCC(=O)N3CCN(C(=O)c4ccco4)CC3)c2c1C	i	2.5	1.7	46	0.3%	4%	2%	5%	-9%	-9%	1%
CC(=O)N/N=C/c1ccccc1OCCOc1cccc(C)c1	i	0.1	0.7	62	-0.1%	-7%	-3%	7%	-8%	0%	1%
CCN(CC)CCn1c(SCC(=O)Nc2ccc(F)cc2)nc2c(sc3ccccc32)c1=O	.	.	14	54	1.1%	13%	6%	13%	-5%	1%	.
Cc1cc(C)c(C)c(S(=O)(=O)NC2CCCCC2)c1C	i	1.1	6.8	61	1.8%	12%	1%	-7%	-7%	2%	4%
O=C(N/N=C\c1ccc(F)cc1)c1csnn1	i	2.2	0.5	57	-3.3%	-12%	-3%	-4%	-3%	10%	12%
Cc1ccc(CNC(=O)C2CCCN2C(=O)Nc2ccccc2)cc1 (configuration not stated)	i	0.9	-1.6	48	2.5%	15%	-1%	4%	-4%	4%	-6%
CCOC(=O)C1C(c2ccc(Cl)cc2)NC(=S)NC1(O)C(F)(F)F (configuration not stated)	i	0.6	0.2	44	-0.5%	1%	0%	-8%	4%	1%	7%
Cc1n[nH]c(=S)c2nn(-c3cccc(Cl)c3)c(C)c12	.	.	.	.	8.5%	-9%	1%	-3%	2%	-2%	.
CCOc1ccccc1NC(=O)Cn1nnc(C(=O)NCc2ccc3c(c2)OCO3)c1N	?	.	1.2	75	-0.6%	12%	-5%	2%	-11%	2%	12%
COCCCN(Cc1cccs1)S(=O)(=O)c1csc(C(N)=O)c1	i	1.4	-0.7	45	0.2%	-2%	14%	-4%	-10%	-11%	8%
CCOC(=O)C1(CC/C(C)=N\NC(N)=O)CC(C)(C)OC1=O (configuration not stated)	i	0.5	-1.9	50	-1.1%	7%	2%	5%	-2%	8%	10%
COc1ccc(C(C(=O)NC2CCCC2)N(C(=O)c2snc(-c3ccc(F)cc3)c2N)c2ccc(F)cc2)cc1 (configuration not stated)	i	0.5	1.1	73	-1.5%	32%	2%	21%	6%	-2%	-2%
FC(F)(F)c1cccc(Oc2cc(C(F)(F)F)nc(-c3ccccn3)n2)c1	i	0.6	0.9	87	-1.0%	10%	-2%	24%	-6%	-5%	8%
Cc1ccc(-n2ncc3c2ncn2c(-c4ccncc4)nnc32)cc1	.	.	.	.	-0.5%	-6%	2%	-2%	-2%	.	.
COC(=O)Nc1cc([N+](=O)[O-])ccc1OC	i	0.7	0.2	57	-0.7%	14%	7%	5%	-4%	3%	2%
CCOc1ccccc1NC(=S)NCCc1ccccc1	i	0.2	-1.0	96	-1.1%	13%	-1%	9%	-8%	-7%	3%
Cc1ccc(C(=O)NCC(=O)OCCOc2cccc(Cl)c2)cc1	i	1.1	-1.8	69	.	.	.	.	.	-6%	3%

Structural class: those above with a furan ring, fused or not
SMILES	Myeloid diff 2	Myeloid diff 2 GFP+ MAC1+ %	NTR1 ag	NTR1 ag cell count 20 µM	HIV peptide binding	GPR35 antagonists	SIAH1 antagonists	GPR55 LPI antagonism	LYP inhibition	Salmonella PhoP GFP	Rac1 GTP hydrolysis
O=C(c1ccco1)N1CCN(c2nc(-c3ccc(F)cc3)cs2)CC1	i	0.8	2.1	107	1.0%	4%	-3%	8%	-8%	4%	5%
Cc1ccc(-c2nnn(CC(=O)N(c3cccc(O)c3)C(C(=O)NC(C)(C)C)c3cccs3)n2)o1 (configuration not stated)	i	0.2	2.2	54	6.0%	11%	-1%	8%	-7%	-6%	-2%
Cc1nc(N2CCN(C(=O)c3ccco3)CC2)c(C#N)c2c1CCCC2	i	0.5	1.9	58	0.7%	6%	3%	-8%	1%	-9%	6%
COc1ccccc1/C=C/C=N/NC(=O)c1ccco1	i	0.6	-0.5	57	1.1%	3%	15%	4%	-4%	-2%	8%
Cc1sc2ncnc(SCC(=O)N3CCN(C(=O)c4ccco4)CC3)c2c1C	i	2.5	1.7	46	0.3%	4%	2%	5%	-9%	-9%	1%
